Insulin prom up: insulin promoter activators in MIN6 cells, imaging, high-content screening, mouse beta cells; MIN6 insulin promoter-GFP reporter; active compounds read high; z-score at 5 µM; 190,000 tested, 0.3% active; AID 1625, 2009;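 active means z-score above 3 at 5 µM with at least 500 cells counted in the well; inconclusive means wells under 500 cells, flagged as cytotoxic or low count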
Dynein cargo inh: inhibitors of GR-EGFP nuclear translocation, primary screen, dynein cargo transport inhibitor project, imaging, high-content, 3617.4 mouse cells. z-score, hits read low. test concentration mostly 20 µM; stimulated with dexamethasone, 1 µM; active compounds read low. 220,000 tested, 0.47% active. AID 1381, 2008;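 active means plate z-score of nuclear minus cytoplasmic receptor signal below a set negative limit, without overly bright fluorescence or cell loss, cut at about -3.5 in these data, passing the limit was not always enough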;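 further: z-score of nuclear minus cytoplasmic ring GR-EGFP intensity difference per well; some compounds called inactive have numbers as strong as hits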
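Buffer or medium: tet-free medium with charcoal-stripped serum / Also added: dexamethasone agonist, 1.0 µM final, for 30 min / Timing: induction 48 h, compound 1 h, agonist 30 min / Measured by: high-content fluorescence imaging after fixation / Read-out: nuclear-to-cytoplasmic GR-EGFP distribution per well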
HEK293 NOD2/NF-kB: NOD2 signaling inhibitors, cell-based, luminescence, uHTS, HEK293 (AID 1566) | HEK293 NOD2/NF-kB luciferase reporter, luminescence; higher % means a stronger effect | inhibition, % at 4 µM, or EC50 in µM where a hit was titrated | 290,000 tested, 0.63% active; in the data active means inhibition above about 50%; further: many of its hits are not listed in these tables
Autophagy HCS: autophagy modulators in MEF cells, primary screen, imaging, high-content, MEF GFP-LC3 | calls only at 10 µM (by protocol) | 190,000 tested, 0.98% active | MEF GFP-LC3 puncta imaging; test concentration mostly 10 µM;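 active means percentage of spot-positive cells more than 3 SD above its plate mean, without a fluorescence outlier flag or 80% toxicity; inconclusive means no clear call, values can overlap the other calls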;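 further: spot-positive cell cutoff set from DMSO-treated cells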
Yfh1-off respiration: enhancers of respiration in Yfh1-depleted yeast, dose response, Friedreich's ataxia, plus single-dose screen (AID 1465) | 220,000 tested, 0.074% active | S. cerevisiae Yfh1-off respiration, WST-1 reduction, 72 h; higher fold induction means a stronger effect | fold induction at 50 µM, or EC50 in µM where a hit was titrated;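 active means fold induction of absorbance versus untreated yeast above a set limit, then at least 30% activation at any dose in follow-up; inconclusive means repeats straddling the limit, or above it without dose testing; inactive means fold induction below the set limit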;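 further: activators that raise dye reduction in frataxin-depleted yeast; strong numbers were not always called active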
M17LAP inhibition: P. falciparum M17LAP inhibitors, primary screen, biochemical, fluorogenic H-Leu-NHMec substrate, 1536-well (AID 1619); Leucine aminopeptidase (Plasmodium falciparum (isolate 3D7)); inhibition, % at 30 µM, or IC50 in µM where a hit was titrated; 220,000 tested, 0.38% active; recombinant M17LAP, H-Leu-NHMec fluorogenic kinetic assay; higher % means a stronger effect;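 active means compound inhibiting the enzyme by more than half at any dose during confirmatory dose-response retesting; inconclusive means strong single-dose inhibitors picked by rank but not retested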;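 further: plate controls were full reaction with DMSO carrier for no effect and no enzyme background for full effect; strong numbers were not always called active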
MT stabilizer: microtubule stabilizers in HeLa cells, primary screen, imaging, high-content imaging; HeLa tubulin immunostaining HCS, 24 h; share of cells brighter than vehicle mean+2SD; % tubulin-high responders, % at 10 µM; 200,000 tested, 0.83% active; AID 2205, 2009;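 active means plate Z-score above 3 for both tubulin-high and condensed-nucleus cell shares, with cell loss under 80%, at 10 µM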;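 further: anti alpha tubulin signal scored within the nucleus-defined area of each cell; some results filed as inactive read as strong as hits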
NOD1 inhibition: NOD1 signaling inhibitors, primary screen, cell-based, luminescence, uHTS (AID 1578); NOD1-driven NF-kB luciferase reporter cells, luminescence; higher % means a stronger effect; inhibition, % at 4 µM; hits with a dose series show EC50 in µM; 290,000 tested, 1% active; in the data active means inhibition mostly above about 36%, no sharp cut-off; inactive means mostly below about 34%;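 further: HEK-293T reporter cells stimulated with the NOD1 agonist gamma-tri-DAP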
b-catenin transl: modulators of beta-catenin nuclear translocation, primary screen, imaging, HeLa cells, immunofluorescence, high-content. nuclear translocation activity, % at 5 µM. 190,000 tested, 0.3% active;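 active means nuclear translocation activity above 50% at 5 µM, with a well cell count of 50 or more; inconclusive means wells under 50 cells across six images, flagged as toxic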;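 further: per-cell ratio of nuclear to cytoplasmic median beta-catenin stain intensity; plate controls were DMSO negative control for no effect and GSK-3 inhibitor IX positive control for full effect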
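Test system: human HeLa cell line; Doses: 5 µM primary, 0.02–20 µM confirmation; Incubation: 24 h compound exposure, 37°C; Detection: beta-catenin immunofluorescence imaging with DAPI; Read-out: beta-catenin nuclear/cytoplasmic ratio, % activation.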
Dynein cargo inh cytoplasmic EGFP: recorded beside Dynein cargo inh, whose call it bears; z-score; measured here: cytoplasmic GR-EGFP intensity; active compounds read high
Dynein cargo inh nuclear GR-EGFP: also measured in Dynein cargo inh; calls as there; z-score; measured here: nuclear GR-EGFP intensity;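 lower value marks the stronger effect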
Dynein cargo inh cell count: second read-out of Dynein cargo inh, no call of its own (marks repeat the call); z-score; measured here: cell count per field
Insulin prom up cell count: second read-out of Insulin prom up, no call of its own (marks repeat the call); cell count; measured here: cytotoxicity, nuclei count;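 total cells summed across four imaged fields per well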
b-catenin transl cell count 5 µM: further read-out of b-catenin transl, marked with its call; cell count; measured here: cell count, cytotoxicity flag
MT stabilizer Hoechst-high %: second read-out of MT stabilizer, no call of its own (marks repeat the call); % Hoechst-high responders; measured here: nuclear condensation Hoechst responders;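 share of cells brighter than vehicle mean plus two SD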
MT stabilizer cytotoxicity %: further read-out of MT stabilizer, marked with its call; toxicity, %; measured here: cytotoxicity by cell density;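 0% = mean cell density of plate MIN control wells and 100% = no cells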
Autophagy HCS cell loss 18 h: further read-out of Autophagy HCS, marked with its call; toxicity, %; measured here: cell loss, nuclei count;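 cell loss after 18 h compound exposure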
An asterisk follows results filed as active; i = inactive; u = inconclusive; x = no result given.

no.	Structure	Insulin prom up	Insulin prom up cell count	Dynein cargo inh	Dynein cargo inh cytoplasmic EGFP	Dynein cargo inh nuclear GR-EGFP	Dynein cargo inh cell count	HEK293 NOD2/NF-kB	Autophagy HCS	Autophagy HCS cell loss 18 h	Yfh1-off respiration	M17LAP inhibition	MT stabilizer	MT stabilizer Hoechst-high %	MT stabilizer cytotoxicity %	NOD1 inhibition	b-catenin transl	b-catenin transl cell count 5 µM
1	Cc1ccc(C(=O)Nc2nc3n(n2)C(c2ccccc2)CC(=O)N3)cc1 (stereo not given)	0.34	1016	1.3	-0.056	1.8	-1.7	19%	x	x	i	-10%	x	x	x	5%	0.1	1307
2	CCN1CCc2c(OCc3ccccc3)cccc2C1=O	0.13	1128	0.2	-0.31	0.6	0.18	9%	i	4	i	2%	4.8	4.2	6.9	-7%	-2.4	1110
3	Cc1nc(N(C)C)ncc1C(=O)O	x	x	1.1	-0.13	1.2	-0.66	4%	i	-10	i	-3%	4.6	1.9	7.2	7%	1.3	548
4	N#C/C(=C\c1ccc(OC(=O)c2ccccn2)cc1)C(N)=O	0.3	1568	-0.26	-0.28	-0.4	0.58	6%	i	9	i	23%	5.3	1.7	11	-10%	-2.9	1158
5	CCOC(=O)c1c(C)n(C)c2ccc(OCC(O)CN3CCCCCC3)cc12 (stereo not given)	-0.2	877	-0.45	-0.065	-0.18	-0.24	-1%	i	5	i	-4%	6.4	2.0	3.0	-28%	x	x
6	COc1ccccc1NC(=O)Cn1cnc2c1c(=O)n(C)c(=O)n2C	-0.73	1705	0.27	-0.27	0.5	0.065	10%	i	10	i	-1%	3.3	1.7	10	-7%	-2.8	998
7	CC(C)(C)c1cc(NC(=O)NN2CCOCC2)nn1-c1c(Cl)cc(Cl)cc1Cl	x	x	0.31	-0.29	-0.078	0.97	18%	x	x	i	-12%	x	x	x	-1%	3.4	962
8	COc1cccc(CN2CCN(Cc3ccc4c(NC(C)=O)cccc4n3)CC2CCO)c1 (stereo not given)	x	x	-0.52	-0.25	0.014	0.59	6%	i	9	i	-8%	0.4	1.3	2.3	-6%	-2.4	1049
9	CSc1nc(C)c(Oc2ccccc2)c(=O)n1C	-0.44	1711	-0.12	-0.18	0.33	-0.65	14%	i	-5	i	-6%	3.3	1.4	5.5	-12%	-0.3	926
10	Cc1nc(CS(=O)(=O)c2ccc(Cl)cc2)cc(Sc2ccc(Cl)cc2)n1	0.03	1562	-0.17	-0.2	-0.25	-0.59	-6%	i	16	i	-3%	3.1	1.5	12	23%	2.0	1063
11	O=C(Nc1cccc2ccccc12)N1CC=CCC1	x	x	0.76	-0.16	0.36	-0.76	-9%	i	7	i	-3%	1.8	1.2	7.8	-18%	x	x
12	CNc1oc(-c2ccco2)nc1C#N	-0.78	818	-1.7	0.55	-1.3	0.74	2%	i	13	i	-19%	5.9	4.4	4.6	-8%	-0.4	1157
13	O=C(c1cc(-c2cccs2)on1)N1CCN(C(c2ccccc2)c2ccccc2)CC1	u	x	0.63	-0.29	0.4	-0.64	21%	i	-7	i	3%	1.9	1.3	6.2	13%	-1.4	1097
14	Nc1c(C(=O)O)cnc2c(-c3ccc(Cl)cc3)cnn12	-1.5	1351	-0.043	-0.26	-0.017	-0.027	-88%	i	11	i	21%	5.4	3.2	6.6	-50%	2.0	1025
15	COc1ccc(C2C(C(C)=O)=C(O)C(=O)N2CCN(C)C)cc1OC (stereo not given)	-0.83	1402	x	x	x	x	15%	x	x	x	x	x	x	x	-23%	-6.7	984
16	CC(C)Sc1nc2c(c(=O)[nH]c(=O)n2C)n1CC(O)COc1ccccc1 (stereo not given)	0.14	1260	-0.44	-0.25	-0.13	0.2	7%	i	-24	i	1%	3.4	1.9	0.9	-16%	2.3	1081
17	C=CCn1c(SCC(=O)Nc2ccc3c(c2)OCCO3)nnc1-c1ccccn1	x	x	-0.5	-0.17	-0.0046	-0.26	6%	i	-13	i	15%	5.5	3.3	9.8	-28%	-3.0	1048
18	c1coc(CNc2nc(N3CCCCC3)nc3ccccc23)c1	-1.9	1429	-0.1	-0.076	0.38	0.48	1%	i	-1	i	-15%	3.0	2.3	7.6	-23%	-1.5	1040
19	CCOC(=O)CSc1nnc(CNc2ccc(F)cc2)o1	0.12	1319	2.2	0.17	1.7	-0.83	-9%	i	-1	i	2%	2.3	4.0	9.0	0%	-2.8	1156
20	CCN1CCN(C(c2cccc(OC)c2)c2sc3nc(C)nn3c2O)CC1 (stereo not given)	0.41	1565	-0.78	-0.25	-0.56	0.44	8%	i	-2	i	2%	2.7	1.7	3.3	-17%	-2.2	1079
21	Cc1cc(C)c2cc3c(N)c(C(=O)N4CCc5ccccc5C4)sc3nc2c1	1.4	1876	0.38	-0.014	-0.084	-0.36	8%	i	-1	i	10%	1.1	3.2	14	-1%	-1.7	1049
22	COc1cc(CCN2C(=O)N[C@@H](CCc3ccccc3)C(C(C)=O)=C2C)cc(OC)c1OC	-0.6	1020	0.75	-0.31	0.69	0.52	6%	i	18	i	-2%	2.5	0.9	2.5	0%	x	x
23	N#Cc1ccc(/C=N/NC(=S)Nc2ccc(S(=O)(=O)N3CCOCC3)cc2)cc1	-0.35	978	-0.36	-0.16	0.24	-0.1	13%	x	x	i	-2%	x	x	x	-3%	-0.5	1239
24	O=C(O)c1cccc(CN2C(=O)CSC2=O)c1	1.2	1314	0.84	-0.14	0.37	-0.94	4%	i	1	i	10%	4.9	1.4	2.8	35%	0.1	1387
25	CCOC(=O)n1c(=O)n(Cc2ccccc2Cl)c2ccccc21	-0.39	1713	0.19	-0.23	0.33	0.017	21%	i	1	i	-6%	1.9	1.4	7.5	9%	1.3	1368
26	COc1cccc(N/C(SCc2ccccc2F)=C(/C#N)C(=O)NCc2cccs2)c1	-0.92	1258	0.15	-0.11	0.21	-0.57	14%	i	4	i	0%	3.0	2.4	5.8	-14%	0.4	444
27	COc1ccccc1CNC(=O)C(CC(C)C)NS(=O)(=O)c1ccc2c(c1)oc(=O)n2C (stereo not given)	-1.2	901	0.019	-0.22	0.015	-0.099	8%	i	9	i	-7%	7.3	2.9	6.0	-11%	x	x
28	Cc1cccc(Nc2nnc(SC/C(O)=C(\C#N)c3nc4ccccc4[nH]3)s2)c1	0.51	1044	-0.69	-0.19	0.31	0.54	-10%	i	-14	i	19%	4.9	3.8	2.8	51%	x	x
29	CCOc1cc(N2CCOCC2)c(OCC)cc1NC(=O)c1cc(-c2ccco2)nc2ccccc12	-1.9	1136	-0.86	-0.077	-0.24	0.41	20%	u	x	i	5%	4.3	1.4	13	-38%	0.4	913
30	CCN1/C(=C2\C(=O)N(C)C(=S)N2C)C=Cc2cc(OC)ccc21	-0.28	1400	0.11	0.71	0.44	0.41	7%	i	1	i	-3%	1.2	2.7	6.7	-9%	-3.1	1078
31	CCOc1cc(C(N)=O)cc(OCC)c1OCC	-0.71	1185	-1.1	-0.24	-0.57	-0.59	-2%	i	0	i	-3%	1.4	1.0	4.5	-10%	0.7	1203
32	COc1ccc(C2=NCC(CSc3nnnn3C)S2)cc1 (stereo not given)	0.87	1125	-0.57	-0.29	-0.89	-0.28	-9%	i	14	i	0%	4.3	3.0	4.0	-48%	-4.9	931
33	Nc1nnc(-c2ccc(Cl)cc2)s1	0.25	850	1.1	-0.23	0.99	-0.38	-12%	i	2	i	2%	4.1	2.2	0.2	-28%	3.1	1113
34	CCC(C)NC(=O)c1cn(C)c(=O)c2cc(OC)c(OC)cc12 (stereo not given)	0.25	1261	0.62	-0.17	0.67	0.081	-11%	i	-4	i	-5%	3.0	1.5	4.3	-20%	x	x
35	Cc1nc(-c2ccccc2Cl)sc1C(=O)/C=C/N(C)C	0.01	1515	1.3	-0.08	0.44	-0.87	-30%	i	4	i	3%	6.0	1.3	7.8	-44%	-5.9	1128
36	COc1ccc(OCc2nc(N)nc(Nc3ccccc3OC)n2)cc1	x	x	0.76	-0.068	0.19	-0.61	5%	i	-5	i	-4%	2.1	1.1	0.9	-6%	x	x
37	Cc1noc(C)c1COC(=O)CN(C)S(=O)(=O)c1ccc(Cl)cc1	-0.3	1205	-0.35	-0.2	0.26	-0.001	6%	i	-6	i	-6%	3.4	1.9	0.8	-30%	-1.6	1226
38	OCC[n+]1ccc(/C=C/c2c[nH]c3ccccc23)cc1	x	x	0.12	-0.12	0.2	1	9%	i	-3	i	35%	2.8	1.3	3.3	10%	-0.2	969
39	CN(C)c1ccc(P(=O)(OCc2ccccc2)C(O)c2cccnc2)cc1 (stereo not given)	0.29	1310	0.076	-0.11	0.052	-0.024	-4%	i	1	i	-7%	1.9	1.7	3.7	-30%	-1.8	1112

A portion of the library, so the mix of outcomes need not match the whole.
